# High-throughput results from PubChem.
# M1 PAM parental: counter-screen for M1 PAMs: effect in parental CHO-K1 cells. activation, % at 3 µM. ATP EC20, Fluo-8 calcium fluorescence; 0% at ATP EC20, 100% at ATP max. 360,000 compounds, 0.02% hits;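 active = activation above the run cutoff, the mean activation of all test compounds plus 3 SD, cut at about 40% in these data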;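 note: peak over basal fluorescence ratio in a 140 s read after ATP addition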
# OXTR potentiate: potentiators of human oxytocin receptor. CHO-OTR cells, Fluo-8 calcium fluorescence, potentiator mode; 0% = oxytocin EC15, 100% = EC100. activation, % at 3 µM. 320,000 compounds, 0.061% hits;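 active = activation above that plate's cutoff, the mean activation of tested compounds plus 3 SD, cut at about 6.6% in these data, passing the limit was not always enough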;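 note: 100% uses oxytocin at 75 nM as the full agonist control; some results filed as inactive read as strong as hits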
# Target sequence (P30559 whole entry, looked up): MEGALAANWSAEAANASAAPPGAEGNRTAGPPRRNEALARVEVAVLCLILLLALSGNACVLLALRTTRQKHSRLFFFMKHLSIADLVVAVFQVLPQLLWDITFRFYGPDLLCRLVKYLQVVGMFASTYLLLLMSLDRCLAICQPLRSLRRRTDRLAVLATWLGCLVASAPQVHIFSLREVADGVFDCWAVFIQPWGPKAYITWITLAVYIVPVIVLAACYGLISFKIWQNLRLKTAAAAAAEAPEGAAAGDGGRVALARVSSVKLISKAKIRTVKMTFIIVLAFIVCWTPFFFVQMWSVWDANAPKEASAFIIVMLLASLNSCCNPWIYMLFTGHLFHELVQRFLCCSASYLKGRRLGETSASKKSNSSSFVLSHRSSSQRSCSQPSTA
#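 assay system = CHO-OTR cells, human receptor | schedule = compound 6 min at room temperature before oxytocin, 100 s read | detection = Fluo-8 intracellular calcium fluorescence, ex 470-495, em 515-575 nm | evaluation = normalized max/min fluorescence ratio, % activation | control set = EC15 oxytocin alone as 0%, 75 nM oxytocin (EC100) as 100%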
# OXTR agonist: human OXTR agonism; P30559; CHO-OTR cells, Fluo-8 calcium fluorescence; normalized: DMSO 0%, oxytocin 100%; activation, % at 3 µM; 320,000 compounds, 0.32% hits; AID 2435;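 active = activation above the mean of all tested compounds plus 3 SD, cutoff set per screening run, cut at about 20% in these data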;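 note: peak over basal fluorescence ratio from a 100 s FLIPR kinetic read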
# GPR7 antagonist: human neuropeptides B/W receptor 1 antagonism | P48145 | GPR7-expressing cells, fluorescence antagonist assay | inhibition, % at 4.4 µM | 290,000 compounds, 1.1% hits; in the data active = inhibition above about 16%, passing the limit was not always enough;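 note: cells stimulated with the agonist NPW; 0% = agonist with vehicle and 100% = vehicle without agonist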
# Target sequence (P48145 whole entry, looked up): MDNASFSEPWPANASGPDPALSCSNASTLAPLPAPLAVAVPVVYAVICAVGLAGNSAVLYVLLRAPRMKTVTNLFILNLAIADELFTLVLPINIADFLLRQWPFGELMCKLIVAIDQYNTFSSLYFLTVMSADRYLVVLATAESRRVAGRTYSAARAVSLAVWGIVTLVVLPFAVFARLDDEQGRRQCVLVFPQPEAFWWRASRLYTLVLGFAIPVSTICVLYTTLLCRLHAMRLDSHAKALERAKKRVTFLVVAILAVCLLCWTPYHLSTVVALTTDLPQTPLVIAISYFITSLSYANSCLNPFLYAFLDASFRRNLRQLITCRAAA
# CHO-K1 Ca ag: M1 agonist counterscreen hit in parental CHO-K1 cells | Fluo-8 calcium fluorescence; scaled to maximal ATP response, vehicle zero | 360,000 compounds, 0.48% hits | activation, % at 3 µM; in the data active = activation above about 15%;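 note: untransfected CHO-K1 host cells lacking M1 receptor as counterscreen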
# CHO parental Ca: counter-screen for OX1R antagonists: effect in parental CHO cells; parental CHO-K1, ATP-induced calcium, Fluo-8 fluorescence; 330,000 compounds, 0.63% hits; inhibition, % at 5.6 µM;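 active = inhibition above that plate's mean sample inhibition plus 3 SD, cut at about 26% in these data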;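 note: 0% = ATP-challenged DMSO wells and 100% = DMSO wells without ATP; some compounds past the cut are filed as inactive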
#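 Measured by: calcium-sensitive Fluo-8 fluorescence / Test system: CHO parental line / Controls: ATP-challenged DMSO wells low, unchallenged DMSO wells high / Measure: % inhibition / Compound: single nominal dose of 5.6 µM per compound / Replicates: single well per compound, no replicates / Reagent: ATP as calcium-mobilizing challenge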
# V1aR counter: V1a receptor agonism, counter-screen for OXTR agonists. activation, % at 3 µM. CHO-V1R cells, Fluo-8 calcium fluorescence, agonist mode; 0% DMSO, 100% 3 nM vasopressin. 320,000 compounds, 0.25% hits;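 active = activation above the mean activation of all tested compounds plus 3 SD, per screening run, cut at about 20% in these data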;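 note: signal is peak over basal fluorescence ratio across a 100 second FLIPR read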
# CHO-K1 Ca antag: M1 antagonist counterscreen hit in parental CHO-K1 cells | inhibition, % at 3 µM | AID 602250 | 360,000 compounds, 0.6% hits | ATP-induced calcium, Fluo-8 fluorescence;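 active = inhibition above a per-plate cutoff, the plate's mean sample inhibition plus 3 SD, cut at about 24% in these data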;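 note: 0% = DMSO plus EC80 ATP and 100% = DMSO alone without ATP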
# TAAR1 antag: human TAAR1 antagonism; Q96RJ0; CHO RD-HGA16 TAAR1, Fluo-8 calcium fluorescence, antagonist; inhibition, % at 3 µM; 360,000 compounds, 1.5% hits; AID 624466;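 active = inhibition above a per-plate cutoff, the mean inhibition of test compounds on that plate plus 3 SD, cut at about 49% in these data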;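 note: 0% = DMSO plus EC80 beta-PEA response and 100% = DMSO alone without agonist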
# Target sequence (Q96RJ0 whole entry, looked up): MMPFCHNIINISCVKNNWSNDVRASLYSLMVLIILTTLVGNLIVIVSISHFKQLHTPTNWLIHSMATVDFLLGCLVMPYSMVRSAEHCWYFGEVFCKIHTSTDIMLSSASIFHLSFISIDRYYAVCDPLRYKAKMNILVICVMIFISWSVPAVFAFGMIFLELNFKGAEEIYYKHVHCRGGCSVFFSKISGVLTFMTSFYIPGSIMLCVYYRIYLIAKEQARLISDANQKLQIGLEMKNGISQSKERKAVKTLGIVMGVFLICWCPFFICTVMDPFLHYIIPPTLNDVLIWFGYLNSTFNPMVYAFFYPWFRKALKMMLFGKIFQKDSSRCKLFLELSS
#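 Test system – hTAAR1-expressing CHO RD-HGA16 cells, Gα16-coupled · Reagent – β-PEA at EC80 concentration, post-compound challenge · Compound dosing – 3 µM, single point · Timing – 140 s kinetic read after compound, 140 s after agonist · Detection – Fluo-8 intracellular calcium dye fluorescence, real-time kinetic reads · Control set – DMSO and EC80 PEA controls · Repeats – n of 1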
# Active calls of the source: *; x = not tested or not shown.
SMILES,M1 PAM parental,OXTR potentiate,OXTR agonist,GPR7 antagonist,CHO-K1 Ca ag,CHO parental Ca,V1aR counter,CHO-K1 Ca antag,TAAR1 antag
O=C(CN1C(=O)c2ccccc2C1=O)OCc1nc2ccsc2c(=O)[nH]1,-8,2,0.5,x,0.1,-7,-0.1,-9,-9
COc1ccc(CN2C(=O)C(CC(=O)NCC3CCCCC3)CC(C(=O)N(C(C)C)C(C)C)=C2C)cc1 (stereo unspecified),13,x,x,x,-0.8,x,x,-12,-25
CCNC(=O)C1CCCN(C(=O)c2cccc(C#N)c2)CC1 (stereo unspecified),-8,x,x,x,0.0,x,x,4,-24
O=C(Nc1ccccc1N1CCCCC1)c1cnccn1,21,-3,-3.2,-23,1.0,-30,-1.0,-3,-18
CCOc1ccc(NC(=O)CNC(=O)c2ccc(OC)c(OC)c2)cc1,16,-4,-1.7,-10,-0.1,-10,0.2,-4,-21
CCCn1c(SCCc2ccccc2)nc2c1c(=O)[nH]c(=O)n2C,13,-11,-2.5,-6,1.4,-27,-1.4,4,13
CNS(=O)(=O)c1cccc(C(=O)OCCCC(=O)c2ccccc2)c1,-11,-2,2.9,x,2.8,-4,2.7,-5,-12
COc1ccc(C(C)=O)cc1CC(=O)NCCCn1ccnc1,21,-1,0.4,-7,1.1,-3,0.7,-15,-1
Cc1ccc(OCC(=O)NCCNC(=O)c2ccco2)cc1,15,-9,1.1,-12,0.8,-5,0.7,-17,-9
CCNC(=S)N1CCc2cc(OC)c(OC)cc2C1COc1ccc(OC)cc1 (stereo unspecified),-1,-20,0.0,12,0.4,-2,0.9,6,5
CCCCNc1ncnc2c1cnn2-c1ccccc1,13,-10,-3.0,10,0.7,0,-1.5,-3,9
CCC(=O)N=C1SC2CS(=O)(=O)CC2N1c1cccc(OC)c1 (stereo unspecified),-2,-12,0.3,-15,0.6,-1,1.0,-17,-12
Cc1c(Cl)cccc1NS(=O)(=O)c1cccc2nsnc12,3,-22,-1.4,23,0.8,2,0.6,-17,-7
O=C(Nc1cccc2nsnc12)c1cc2c(cc1Cl)Sc1nccn1S2(=O)=O,-1,x,x,x,-0.4,x,x,15,9
CN(Cc1cnn(C)c1)C(=O)c1cc(COc2c(F)cccc2F)on1,0,0,0.3,-2,0.2,-6,1.4,-11,105*
CN1OC[C@@H]2CN(S(=O)(=O)c3cccc(C(F)(F)F)c3)[C@H](c3ccc(-c4cc5ccccc5o4)cc3)C[C@@H]21,17,x,x,x,0.5,x,x,-8,-18
COC(=O)c1ccc(OCC(O)CN2CCOCC2)cc1 (stereo unspecified),17,-3,0.3,-16,0.5,-14,1.7,-8,3
COc1ccc(CC(=O)NNC(=O)c2ccco2)cc1OC,-6,0,1.5,-6,0.1,1,0.6,-12,-15
CC(=O)Nc1ccccc1O,3,2,1.6,-9,0.1,-2,0.0,-2,-11
Cc1cc(C)c2c(c1)N[C@H](c1cccs1)[C@@H]1CCO[C@H]21,3,-5,-2.3,-23,1.4,-20,-1.8,-3,-22
CCC(C)C(NC(N)=O)C(=O)Nc1ccc(OCc2ccccc2)cc1 (stereo unspecified),6,1,1.7,-7,0.7,-3,0.3,-6,-13
CS(=O)(=O)c1ccc(Cl)c(NC(=O)COc2ccc3c(c2)CCC3)c1,-16,-13,-0.5,x,-0.3,-21,3.1,10,-14
Cc1cccc(C2CC3(CC(C)(C)NC(=S)N3)Oc3cc(O)ccc32)c1 (stereo unspecified),-7,-2,0.5,-10,-0.1,-21,0.9,-1,-9
O=C(Cn1nc(-c2ccccc2F)ccc1=O)Nc1ccc(S(=O)(=O)N2CCCCCC2)cc1,5,-6,-1.1,-4,2.4,-12,3.7,1,-17
O=C1c2nc3cc(-c4ccco4)[nH]n3c(=O)c2CN1Cc1ccccc1,26,-13,-1.3,-9,0.3,-2,-2.0,-11,-21
COc1ccc(N2CCN(Cc3nc4scc(-c5ccccc5)c4c(=O)[nH]3)CC2)cc1,-1,-15,2.5,-6,0.2,-14,3.1,4,-2
COC(=O)[C@H](CCSC)NC(=O)Cn1cnc2c(SC)nc(N)nc21,-2,-7,1.0,x,-0.3,2,1.1,-2,-13
O=C(NCc1cccs1)C1CCN(S(=O)(=O)c2cccs2)CC1,22,-5,0.5,-9,1.3,-9,-0.3,-16,6
Cc1ccc(/C=[N+](\[O-])c2ccccc2C)o1,-1,2,-0.4,2,-0.3,-11,1.4,6,-11
Cn1c(SCC(=O)N2CCCCC2)nc2cccnc21,-7,-8,-0.1,-8,0.0,13,0.4,-2,5
O=C(CN1CCN(c2ccc(F)cc2)CC1)Nc1cccnc1Cl,17,-5,-1.6,2,1.5,-12,0.3,3,-12
COc1ccc(C(=O)Nc2nc(-c3ccccc3)c(C(C)=O)s2)c(OC)c1,1,-10,0.1,0,0.1,-1,-0.7,2,9
Cc1[nH][nH]c(=O)c1C(c1ccc([N+](=O)[O-])cc1)c1c(C)[nH][nH]c1=O,14,0,0.9,-1,0.7,0,0.2,-10,-2
CC(C)C(=O)N1CCC1(C)C(=O)Nc1ccc(-n2cncn2)cc1 (stereo unspecified),-13,x,x,x,-0.4,x,x,0,-12
CC(/C=C/c1ccc(O)cc1)=N/O,11,-10,0.9,-14,0.8,1,2.2,-8,-2
Cn1c(Cn2c(=O)sc3ccccc32)nnc1SCC(=O)NC1CCCC1,-3,-6,-1.1,8,0.4,-10,-0.5,5,-22

# Complete entries, looked up by structure.
# Record of Cc1[nH][nH]c(=O)c1C(c1ccc([N+](=O)[O-])cc1)c1c(C)[nH][nH]c1=O → M1 PAM parental: 14; OXTR potentiate: 0; OXTR agonist: 0.9; GPR7 antagonist: -1; CHO-K1 Ca ag: 0.7; CHO parental Ca: 0; V1aR counter: 0.2; CHO-K1 Ca antag: -10; TAAR1 antag: -2
# Record of Cn1c(Cn2c(=O)sc3ccccc32)nnc1SCC(=O)NC1CCCC1 → M1 PAM parental: -3; OXTR potentiate: -6; OXTR agonist: -1.1; GPR7 antagonist: 8; CHO-K1 Ca ag: 0.4; CHO parental Ca: -10; V1aR counter: -0.5; CHO-K1 Ca antag: 5; TAAR1 antag: -22

# The list goes on:
SMILES,M1 PAM parental,OXTR potentiate,OXTR agonist,GPR7 antagonist,CHO-K1 Ca ag,CHO parental Ca,V1aR counter,CHO-K1 Ca antag,TAAR1 antag
O=C1CSC(=S)N1c1ccccc1,-1,x,x,x,2.6,x,x,16,10
Cc1ccc(S(=O)(=O)N2CCOC2CNC(=O)C(=O)NCCN(C)C)cc1 (stereo unspecified),9,-8,-0.3,-7,1.2,5,0.9,-10,-31
Cn1nc(C(=O)NCC(=O)Nc2ccc(F)c(F)c2)ccc1=O,-8,x,x,x,1.4,x,x,13,-21
COc1cc(C(=O)Nc2oc(-c3ccccc3)c(-c3ccccc3)c2C#N)cc(OC)c1OC,-1,-3,-2.0,-14,-0.2,-13,-1.4,5,19
CC(=O)NCCNc1nc2cc(-c3cccc(Cl)c3)sc2c(=O)n1C,-4,x,x,x,0.5,x,x,3,-16
O=C(COC(=O)CNC(=O)c1ccco1)Nc1ccc(Cl)cn1,-7,-13,-1.2,-10,0.1,-8,0.3,12,5
CN(C)C(CNC(=O)c1coc2ccccc2c1=O)c1ccccc1 (stereo unspecified),0,-8,0.8,7,1.4,-12,0.9,-11,-2
CN(CC(=O)Nc1cccc(F)c1)C(=O)c1cc(=O)[nH]c2ccccc12,6,-3,0.1,x,-0.2,-3,0.8,-7,-4
CCCc1ncc(C(O)c2ccc(OC)cc2)n1C (stereo unspecified),11,4,1.0,-4,1.0,4,1.1,-19,13
COc1ccccc1-n1c(SCC(=O)Nc2ccc(Br)cc2)nc(O)cc1=O,20,-8,-0.5,-3,0.5,-1,1.8,-9,-24
CC(C)(C)NC(=O)c1nn(Cc2ccccc2)c(=O)c2ccccc12,15,15*,-1.4,-7,1.8,-30,-0.8,-15,-34
O=C(CN1CCN(c2ccccn2)CC1)Nc1ccc(Br)cc1,20,-8,-0.4,4,1.2,5,4.0,-19,-3
CC1(c2ccccc2)NC(=O)N(CC(=O)NCC2CCCO2)C1=O (stereo unspecified),11,3,-0.7,x,0.1,-1,0.1,-18,-9
O=C(CC1(CC2=NS(=O)(=O)c3ccccc3N2)CCCC1)NCCc1ccccc1,5,-7,1.7,-1,5.6,-2,4.7,9,59*
O=c1[nH]nc(SCc2ccccc2)n1C1CC2C=CC1C2 (stereo unspecified),2,-6,-1.0,-1,0.7,2,0.3,-9,11
CCOc1ccc(NC(=O)CN(C)C(=O)c2ccc(OCC3CCCO3)cc2)cc1OCC (stereo unspecified),-6,-5,-0.5,-12,0.3,-15,-0.7,6,-16
O=C(NC(=S)N1CCOCC1)c1ccc(F)cc1,7,-3,-0.7,-12,0.8,1,3.1,-8,-6
CCN(CC(=O)Nc1ccc(OC)cc1)C(=O)c1ccccc1Sc1ccccc1C#N,-8,-4,-0.7,x,5.0,-16,1.2,-6,27
CCNC(=O)Nc1ccc2c(c1)c(=O)n(C)n2CC=C(C)C,-8,x,x,x,0.1,x,x,5,-20
O=C(NCc1ccccc1F)C1CCN(C(=O)Nc2ccc(F)cc2)CC1,13,2,1.3,-9,1.9,-10,1.8,-13,-12
CCCN1C(=O)c2cccc3c(N4CCCCC4)ccc(c23)C1=O,12,-4,5.3,11,4.3,-5,2.7,4,-11
Cc1ccn2c(=O)nc(SCC(=O)NCc3ccc4c(c3)OCO4)nc2c1,11,-6,2.4,x,1.0,-15,0.7,-6,-6
O=C1CCCCC1C(O)(C(=O)c1ccccc1)c1ccccc1 (stereo unspecified),7,x,x,x,-0.7,x,x,-5,-12
O=C(O)CC1S/C(=N/N=C/c2ccc([N+](=O)[O-])cc2)N(c2ccc(O)cc2)C1=O (stereo unspecified),16,-1,-0.1,-5,0.1,-7,1.1,-5,-4
COc1ccc(CC2(CO)CCN(C(C)COc3ccccc3)CC2)cc1 (stereo unspecified),4,-15,2.5,-4,0.4,-28,1.3,-4,-3
CCCC(NC(=O)C(C)NC(=O)CO/N=C1\C=C2CCC3C4CCC(C(C)=O)[C@@]4(C)CCC3[C@@]2(C)CC1)C(=O)O (stereo partly specified),17,x,x,-10,0.7,x,x,-16,-5
O=C(/C=C/c1ccc(S(=O)(=O)N2CCOCC2)cc1)OCC(=O)c1ccc([N+](=O)[O-])cc1,2,-7,4.7,-2,2.7,-6,3.0,-5,-2
COc1cc2cc(C(=O)O)n(C)c2c(OC)c1OC,20,-3,-0.3,5,0.2,-5,-0.9,-1,-2
O=C(CC[C@H]1O[C@@H](n2ccc(=O)[nH]c2=O)[C@H](O)[C@@H]1O)NCc1ccco1,12,x,x,x,1.6,x,x,-26,-4
Cc1ccc(F)cc1NC(=O)CSCc1nc2sc(C)c(C)c2c(=O)[nH]1,-4,6,-1.9,x,-0.3,-43,-0.2,-5,-19
Cc1ccc(CN2CCN(Cc3ccc(OC(C)C)cc3)CC2CCO)o1 (stereo unspecified),20,0,0.6,-10,4.9,-12,0.8,-8,-11
